Screens from PubChem BioAssay.
GLP-1R agonist – activates the human GLP-1 receptor; P43220; HEK293 GLP-1R CRE-luciferase, luminescence, 4-6 h; cells express a hypersensitive GLP-1R form; Potency, µM (series often up to 45.6 µM), for the others: at the highest dose activation, usual class: activators; hit rate 0.007% among 380,000; AID 624172; also: potency is read from the fitted curve at half-maximal effect; % of control where 0% means no effect
GLP1R cytotox – cytotoxic in the GLP-1 receptor inverse agonist counter-screen. HEK293 cAMP-luciferase reporter cells, luminescence, 24 h. Potency, µM (highest dose often 38.3 µM), for inactives: top-dose activity change, negative = inhibition, actives largely listed as inhibitors. hit rate 0.13% among 410,000. AID 624418;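 also: loss of luciferase light is scored as toxicity; potency is read from the fitted curve at half-maximal effect; % is scaled to controls: 0 for no effect and ±100 for the full control effect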
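Compound-treated cells are incubated 24 hr at 37 deg C under 5% CO2 after a 12 hour attachment period, then luciferase detection reagent is added and luminescence is measured following 12 min at room temperature; lowered signal indicates toxicity.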
GLP-1R inv ag – inverse agonists of human GLP-1 receptor; P43220; HEK293 GLP-1R CRE-luciferase, luminescence, 24 h; GLP-1R form is constitutively active; Potency, µM (top dose mostly 38.3 µM), without a hit: top-dose activity change, negative = inhibition, actives largely listed as inhibitors; hit rate 1.6% among 410,000; also: potency is read from the fitted curve at half-maximal effect; % is scaled to controls: 0 for no effect and ±100 for the full control effect; nearly all actives have a fitted effect of over 55% in size
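Stable HEK293 clone (constitutively active GLP-1R + cAMP-response luciferase); 200 cells/uL plated, 12 h pre-culture, compound 24 hr, 37 deg C/5% CO2; detection reagent 12 min RT; luminescence.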
EPAC1 antagonist – EPAC1 (human) antagonism | hit rate 0.14% among 360,000 | O95398 | EPAC1 GEF assay, Rap1b-BODIPY-GDP exchange fluorescence | Potency, µM (doses to about 115 µM), for inactives: at the top dose activity change, negative = inhibition, actives largely listed as inhibitors;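 also: potency is read from the fitted curve at half-maximal effect; plate controls were vehicle for no effect and positive control for full effect; nearly all actives have a fitted effect of over 50% in size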
PLK1 PBD block – inhibitors of human PLK1 polo-box domain binding; P53350; Plk1 PBD binding of FITC phosphopeptide, fluorescence polarization; Potency, µM, for inactives: max response, negative = inhibition, most hits filed as inhibitors; hit rate 2.8% among 360,000; AID 720504; also: potency is read from the fitted curve at half-maximal effect; series mostly up to about 57 µM; % is scaled to controls: 0 for no effect and ±100 for the full control effect; nearly all actives have a fitted effect of over 65% in size
Target sequence (P53350 whole entry, looked up, the tested form may be a part): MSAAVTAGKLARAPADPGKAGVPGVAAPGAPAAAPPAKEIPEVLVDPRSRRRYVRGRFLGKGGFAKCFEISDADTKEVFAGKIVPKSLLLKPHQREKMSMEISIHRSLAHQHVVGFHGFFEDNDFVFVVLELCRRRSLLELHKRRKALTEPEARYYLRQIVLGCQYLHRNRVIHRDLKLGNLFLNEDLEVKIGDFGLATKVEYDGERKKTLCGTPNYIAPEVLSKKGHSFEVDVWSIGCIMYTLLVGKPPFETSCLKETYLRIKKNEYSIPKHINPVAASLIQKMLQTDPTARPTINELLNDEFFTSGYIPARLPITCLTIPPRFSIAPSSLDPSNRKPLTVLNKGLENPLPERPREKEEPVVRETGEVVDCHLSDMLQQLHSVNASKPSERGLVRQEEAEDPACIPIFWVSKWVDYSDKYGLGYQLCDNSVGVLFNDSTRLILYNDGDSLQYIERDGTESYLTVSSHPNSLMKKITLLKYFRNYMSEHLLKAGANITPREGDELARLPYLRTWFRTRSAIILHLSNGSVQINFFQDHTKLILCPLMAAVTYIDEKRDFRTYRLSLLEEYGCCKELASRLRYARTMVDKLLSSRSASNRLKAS
IL2 activator – activators of IL-2. hit rate 0.065% among 360,000. activation, % (series mostly up to about 46 µM). IL-2 activation reporter assay, cell-based qHTS; stimulated with anti-CD3/CD4/CD28 beads; in transgenic mouse T cells; in the data active = activation above about 50%; inconclusive = mostly about 30% to 49%; also: 0% is about no effect
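Unstimulated transgenic mouse T cells, 750 per well, received compound and, after 60 minutes, anti-CD3/anti-CD4 bead plus anti-CD28 stimulation. EGFP and DsRed were quantified after 18 hours.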
PI5P4Ka inh – blocks human PI5P4K alpha kinase activity; P48426; PI5P4Kalpha enzyme, ADP-Glo luminescence, 60 min; active compounds read low; max response, %; hit rate 1.2% among 330,000; active = max response of -50% or lower; inconclusive = between -30% and -50%; inactive = -30% or higher; also: value at the top dose of about 77 µM; % is scaled to controls: 0 for no effect and ±100 for the full control effect
Target sequence (P48426 whole entry, looked up): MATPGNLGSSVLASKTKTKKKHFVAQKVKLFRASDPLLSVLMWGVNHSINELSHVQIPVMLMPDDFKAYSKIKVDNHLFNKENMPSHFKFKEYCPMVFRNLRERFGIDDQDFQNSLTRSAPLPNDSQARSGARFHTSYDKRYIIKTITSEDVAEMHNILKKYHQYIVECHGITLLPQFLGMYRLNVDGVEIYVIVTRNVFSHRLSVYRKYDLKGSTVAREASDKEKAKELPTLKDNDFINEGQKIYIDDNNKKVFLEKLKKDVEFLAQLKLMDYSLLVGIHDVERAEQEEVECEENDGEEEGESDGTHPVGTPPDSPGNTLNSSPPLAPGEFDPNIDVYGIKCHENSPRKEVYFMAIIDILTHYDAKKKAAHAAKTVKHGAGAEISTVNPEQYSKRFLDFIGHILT
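qHTS, 1536-well: enzyme/substrate mix, compound by pin tool, 5 microM ATP final; RT 60 min; ADP-Glo reagents 1 (45 min) then 2 (30 min); luminescence.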
PTHR1 agonist – PTHR1 (human) receptor agonism; Q03431; AID 743266; HEK293 GP2 PTHR1 cells, GloSensor cAMP luminescence, 1 h; Potency, µM (series often up to 115 µM), inactives show at the top dose activation, usual class: activators; hit rate 0.075% among 410,000; also: potency is read from the fitted curve at half-maximal effect; nearly all actives have a fitted effect of over 55% in size; some results filed as inactive show a strong effect at the top dose; inactives centre near -15; many of its hits are not listed in these tables
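HEK-293-derived GP2 cells expressing PTHR1 and a GloSensor cAMP reporter, 3,000/well, plated overnight, given luciferin plus IBMX (each 0.5 mM as added) for 1 h at 37 °C, then compound for 1 h at 37 °C. Luminescence was read after 15 min at room temperature.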
EPAC1 ag – agonists of human EPAC1; EPAC1 agonist qHTS, biochemical assay; response scale: 100% = response to 6.5 mM cAMP; Potency, µM (series often up to 154 µM), for the others: at the highest dose activation, most hits filed as activators; hit rate 0.073% among 360,000; O95398; also: potency is read from the fitted curve at half-maximal effect; nearly all actives have a fitted effect of over 60% in size
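Multi-concentration qHTS readout: loss of Rap1B-bound BODIPY-GDP fluorescence driven by 100 nM EPAC1 with excess GDP (50 uM), monitored kinetically at room temperature; agonist response expressed relative to 6.5 mM cAMP.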
* marks the source's active call; other numbers are inactive results; i = inactive; ? = inconclusive; · = not tested or not shown; [ ] = dose if it differs, or a comment. Unless noted, calls follow the shape of the dose curve; as a rule, active = well fitted curve in the direction sought with a large enough effect; inconclusive = small, poorly fitted or top-dose-only effect, or another doubt; inactive = no such curve, though single readings can be large; an effect the other way counts as inactive or inconclusive. Not all compounds are listed; count on the stated rates, not on these rows.

Structure	GLP-1R agonist	GLP1R cytotox	GLP-1R inv ag	EPAC1 antagonist	PLK1 PBD block	IL2 activator	PI5P4Ka inh	PTHR1 agonist	EPAC1 ag
CCOc1ccccc1-c1nc2c(s1)CCc1onc(-c3ccc(OC)cc3)c1-2	-3.4%	1.0%	25.9%	24.4%	-9.6%	-2.3	6.6	-14.1%	5.5%
COc1ccccc1N1CCN(C(=O)CSc2nnc(NC(=O)C3CC3)s2)CC1	3.8%	1.3%	-2.1%	10.4%	-6.1%	-2.7	6.4	i	6.0%
Cc1cccc(-n2c(SCc3ccc([N+](=O)[O-])cc3)nnc2-c2c[nH]c3ccccc23)c1	4.7%	3.7%	3.16µM*	-29.4%	-19.1%	0.7	5.5	-20.1%	16.0%
CC(OC(=O)c1cccc(S(=O)(=O)Nc2cccc(C(F)(F)F)c2)c1)C(=O)Nc1ccc2c(c1)OCCO2 (stereo not drawn)	-2.9%	-24.6%	?	-28.7%	-8.7%	-0.1	-0.7	-9.6%	-6.2%
Cc1cc(Nc2nc3ccccc3nc2Cl)n(-c2ccccc2)n1	25.7%	-1.7%	12.2%	0.6%	-6.4%	-0.8	·	i	10.3%
CCCn1c2ccccc2c2nc3ccccc3nc21	26.2%	52.3%[activator]	?	-6.8%	-5.1%	-0.7	0.9	-1.7%	8.4%
CCn1nc(C)c(NC(=O)c2ccc(Cl)cc2)c1C	3.1%	7.8%	-6.5%	9.0%	-15.3%	-0.3	1.3	-5.8%	-1.1%
Cc1ccc(SCc2cc(-c3ccc(Cl)cc3)on2)cc1	-20.5%	74.1%[activator]	-21.6%	-14.8%	-14.5%	-0.3	19.7	-1.8%	17.0%
O=C(CCc1ccccc1)Nc1ccccc1	2.0%	4.2%	21.2%	24.1%	-3.1%	2.4	2.1	i	-2.6%
CCOC(=S)SCC(=O)Nc1nc(C)c(C)s1	-1.0%	-1.9%	?	4.7%	?	-1.0	-3.5	-34.0%[inhibitor]	-6.1%
COc1cc(/C=C2\SC(=Nc3ccc(O)cc3)NC2=O)cc(OC)c1OC	15.4%	-23.4%	15.3%	-3.5%	-8.1%	-2.9	-2.9	-6.2%	8.3%
COc1ccc(-c2c(-c3ccccc3OC)sc3ccccc23)cc1OC	5.2%	6.0%	?	-8.1%	-1.8%	-4.1	17.4	-5.2%	13.0%
CN1CCN(S(=O)(=O)c2ccc(NC(=S)NC(=O)C3CC3)cc2)CC1	-0.7%	1.7%	17.2%	1.5%	-4.2%	5.7	-16.3	i	-7.3%
Cc1nn(Cc2ccc(Cl)cc2)c(C)c1NC(=O)CSc1nc2c(c(C(F)(F)F)n1)CCc1ccccc1-2	6.2%	-28.2%	?	1.4%	-17.8%	0.3	·	-7.1%	6.7%
CC1CCN(C(=O)COC(=O)CCC(=O)c2ccc(F)cc2)CC1	-0.6%	15.1%	-4.2%	-9.9%	-5.6%	0.5	1.9	i	2.6%
Cc1nc2ccccn2c1C(=O)N/N=C/c1ccc(F)cc1	0.0%	-0.6%	7.8%	-3.0%	-8.4%	-2.2	0.8	-4.0%	5.2%
Cc1cccc(-n2c(N)cc(=O)nc2SCC(=O)NC2CCCCC2)c1	4.1%	2.9%	3.7%	5.1%	-2.2%	0.6	8.7	i	-3.5%
O=S(=O)(NCCSc1nc2ccccc2o1)c1ccccc1	-1.3%	1.6%	?	-5.1%	8.44µM*	-1.9	?	-8.2%	-5.6%
C/C(=N\NC(=O)c1n[nH]c2c1CCC2)c1ccco1	-6.2%	13.4%	1.78µM*	8.2%	-7.0%	-1.5	-11.6	-23.6%	10.6%
Cc1ccc(C(=O)NCC(=O)NCc2ccc(Cl)cc2)s1	7.7%	-22.5%	?	-1.1%	-5.9%	-0.1	0.7	-6.8%	1.4%

Rewritten with values under each structure: two of the compounds above.
Values run as follows: GLP-1R agonist | GLP1R cytotox | GLP-1R inv ag | EPAC1 antagonist | PLK1 PBD block | IL2 activator | PI5P4Ka inh | PTHR1 agonist | EPAC1 ag
- Cc1nc2ccccn2c1C(=O)N/N=C/c1ccc(F)cc1
 : 0.0% | -0.6% | 7.8% | -3.0% | -8.4% | -2.2 | 0.8 | -4.0% | 5.2%
- Cc1cccc(-n2c(N)cc(=O)nc2SCC(=O)NC2CCCCC2)c1
 : 4.1% | 2.9% | 3.7% | 5.1% | -2.2% | 0.6 | 8.7 | i | -3.5%

Other entries.
Structure	GLP-1R agonist	GLP1R cytotox	GLP-1R inv ag	EPAC1 antagonist	PLK1 PBD block	IL2 activator	PI5P4Ka inh	PTHR1 agonist	EPAC1 ag
NC(=O)c1ccc(-n2nnnc2SCC(=O)Nc2ccc(F)cc2)cc1	8.7%	-3.7%	28.8%	-25.3%	-18.6%	-2.6	3.0	-12.5%	2.4%
COc1ccc(C(=O)Nc2cc3c4c(c2)C(C)C(=O)N4CCC3)cc1OC (stereo not drawn)	14.5%	0.2%	21.1%	-15.9%	-8.5%	-3.4	5.1	i	-3.0%
CC(C)(C)c1ccc(-c2nnc(SCC(=O)NC3CCS(=O)(=O)C3)n2N)cc1 (stereo not drawn)	-0.1%	16.5%	23.7%	-7.4%	?	2.2	-14.2	-18.9%	-1.8%
CCC(=O)N1CCC(C)(C(=O)NCc2ccc(F)cc2)C1 (stereo not drawn)	9.7%	1.6%	6.1%	8.8%	-3.5%	0.7	0.1	-1.6%	3.1%
CCCCN(C)C(=S)Nc1ccc2nc(N3CCN(CC)CC3)cc(C)c2c1	1.7%	-1.2%	?	?	-11.9%	-1.3	3.8	-13.5%	10.0%
Cc1ccc(-c2nc(CSCC(=O)NCCN3CCN(Cc4ccccc4)CC3)c(C)o2)cc1	3.0%	4.1%	0.0%	7.6%	-2.7%	0.0	-0.9	-14.8%[57.5 µM]	4.1%
CCn1cc(/C=N/NS(=O)(=O)c2ccc(OC)cc2)c(C)n1	-7.5%	18.9%	1.4%	-18.1%	-2.7%	0.2	0.9	i	5.8%
Nc1nc(N2CCN(Cc3ccccc3)CC2)n[nH]1	4.0%	5.8%	256.3%[activator]	0.6%	-7.4%	-0.1	6.6	-8.1%	6.1%
O=C(O)C(Oc1ccc(Cl)cc1)c1ccc(Cl)cc1 (stereo not drawn)	0.3%	-5.7%	?	-9.9%	-9.4%	-0.5	-5.9	-14.0%	0.0%
CCOc1ccc(NC(=O)Cn2c(=O)c(CNc3ccccc3)cc3cc4c(cc32)OCCO4)cc1	2.1%	4.9%	16.6%	·	·	·	·	i	·
CCCCn1nnc(NC(=O)C(c2ccccc2)c2ccccc2)n1	-5.2%	-2.4%	?	13.4%	4.5%	1.1	-15.8	5.4%	-0.4%
CN(C(=O)c1ccc2nc(N)sc2c1)c1ccccc1	10.5%	-7.5%	25.4%	0.6%	-22.6%	0.5	-3.1	-1.2%	4.9%
COc1ccc2nc(NCc3ccc(OC)c(OC)c3OC)sc2c1	22.4%	-6.8%	?	-12.7%	6.9%	-3.2	-5.4	-25.8%	1.1%
C/C(=C\C=C\c1ccccc1)C(=O)c1c(C)cc(C)[nH]c1=O	4.6%	0.2%	3.4%	1.0%	-4.3%	-2.8	-1.0	i	-0.8%
COc1ccc(S(=O)(=O)N2CCN(CC(=O)NC(Cc3ccccc3)C(C)=O)CC2)cc1 (stereo not drawn)	2.7%	-23.0%	1.7%	-8.2%	-1.0%	0.2	-6.0	-14.3%	-5.6%
O=C(CCNC(=O)c1ccc(Br)cc1)NCC1COc2ccccc2O1 (stereo not drawn)	9.0%	-1.9%	12.7%	11.6%	-0.3%	-0.9	2.8	i	-6.2%
O=C(NC1CCOC1=O)OCc1ccccc1 (stereo not drawn)	-0.4%	0.3%	8.2%	-1.4%	-9.3%	-1.0	0.6	-50.4%[inhibitor]	-5.0%
O=C(CN(C(=O)Cn1nnc(-c2ccc(F)cc2)n1)c1ccc(F)c(Cl)c1)NCC1CCCO1 (stereo not drawn)	-0.8%	3.3%	-33.0%	-28.7%	-1.7%	0.3	0.1	i	-6.8%
O=S1(=O)CCC(NC(=S)N2CCCCC2)C1 (stereo not drawn)	15.0%	-2.6%	7.9%	2.9%	-9.4%	1.5	0.8	i	6.8%
O=C(NCc1ccccn1)c1cc2ccccc2oc1=O	-8.2%	-14.6%	2.7%	-14.6%	-3.7%	1.1	2.1	-11.1%[57.5 µM]	7.3%
Cc1cc(F)c(F)c(C(=O)N2C(C)CCCC2C)c1Cl (stereo not drawn)	-1.8%	-14.7%	-20.1%	-15.2%	3.7%	0.1	-4.1	-24.3%	-9.5%
COc1cccc(N2C(=O)CN(Cc3ccccc3)C2=S)c1	-2.1%	5.1%	?	2.5%	0.2%	-4.5	-1.6	-2.8%	4.1%
CC(C)CN(Cc1c(O)ccc2ccccc12)CC(C)C	0.9%	3.8%	-31.8%	-12.9%	?	0.0	-3.1	-7.9%	2.8%
CC(C)[C@H](NC(=O)c1ccccc1F)C(=O)NC1CCCCC1	-2.9%	6.2%	12.7%	1.2%	-4.6%	0.5	3.1	-93.9%[inhibitor]	-8.1%
C/C(CC(=O)Nc1ccc([N+](=O)[O-])cc1)=N\NC(=O)c1ccccc1O	0.4%	16.6%	7.5%	-1.2%	-1.4%	1.6	-5.2	i	3.2%
CCC1CCCCN1C(=O)CSc1nc2c(c(=O)n1C)SC(C)C2 (stereo not drawn)	-2.7%	19.5%	-18.1%	-13.5%	-9.8%	0.2	-2.2	i	3.0%
Cc1cccc(NC(=O)C(=O)NCC2CCCO2)c1 (stereo not drawn)	-6.7%	-4.1%	14.4%	1.6%	-4.4%	1.2	2.4	i	2.5%
O=C(NCCN1CCCCC1)c1ccc2c(c1)OCCO2	-1.8%	0.0%	7.3%	4.7%	1.5%	0.5	3.7	i	0.7%
O=S(=O)(Nc1cccc(-c2ccc(N3CCCC3)nn2)c1)c1ccc(F)cc1F	0.5%	4.6%	2.2%	·	·	·	·	-13.1%	·
